Screening results (PubChem)
NTR1 ag: NTR1-driven beta-arrestin-GFP spot formation – imaging, U2OS cells, high content, primary screen (AID 493036) | agonist mode | activation, % at 20 µM | 330,000 tested, 0.17% active;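 active = activation at or above 40% of the spot to cytoplasm intensity ratio, with at least 20 cells analyzed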;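 note: 0% = DMSO without peptide and 100% = 100 nM NTR1 peptide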
Target sequence (P30989 whole entry, looked up): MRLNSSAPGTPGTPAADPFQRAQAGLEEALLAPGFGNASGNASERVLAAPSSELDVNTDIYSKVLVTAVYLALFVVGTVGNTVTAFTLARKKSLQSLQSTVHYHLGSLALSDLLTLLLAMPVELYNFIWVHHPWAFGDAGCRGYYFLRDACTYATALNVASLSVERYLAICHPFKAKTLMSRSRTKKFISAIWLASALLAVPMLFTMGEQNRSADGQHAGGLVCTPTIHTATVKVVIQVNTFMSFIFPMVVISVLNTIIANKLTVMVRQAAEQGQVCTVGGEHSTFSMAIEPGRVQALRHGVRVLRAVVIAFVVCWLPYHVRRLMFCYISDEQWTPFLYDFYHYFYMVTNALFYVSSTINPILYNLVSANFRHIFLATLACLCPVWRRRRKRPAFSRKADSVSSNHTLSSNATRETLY
ER stress rescue: rescue of cells from ER stress-induced death, primary screen, 384-well, CSM14.1, thapsigargin, ATP luminescence (AID 1222). cellular ATP content (survival), % at 20 µM; hits with a dose series show EC50 in µM. 190,000 tested, under 10 active. CSM14.1 thapsigargin-induced death rescue, ATP luminescence; higher % means a stronger effect;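 active = EC50 below 50 µM in the dose-response confirmation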;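 note: death triggered by thapsigargin at about 15 µM added after 2 h compound pretreatment; cell ATP read after overnight thapsigargin exposure of roughly 18 to 22 hours; normalized against plate controls of thapsigargin alone and 5% DMSO vehicle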
KOR beta-arrestin-1: kappa opioid receptor blockers – cell-based, luminescence, uHTS (AID 1778). KOR beta-arrestin recruitment, luminescence, antagonist mode; higher % means a stronger effect. inhibition, % at 10 µM, or IC50 in µM where a hit was titrated. 290,000 tested, 0.091% active; note: strong numbers were not always called active
NOD1 inhibition: inhibition of NOD1-driven NF-kB reporter – cell-based, luminescence, uHTS, primary screen (AID 1578). NOD1-driven NF-kB luciferase reporter cells, luminescence; higher % means a stronger effect. one-dose inhibition, % at 4 µM; EC50 in µM for titrated hits. 290,000 tested, 1% active; in the data active = inhibition mostly above about 36%, no sharp cut-off; inactive = mostly below about 34%;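 note: HEK-293T reporter cells stimulated with the NOD1 agonist gamma-tri-DAP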
HEK293 NOD2/NF-kB: NOD2 signaling inhibitors, cell-based, luminescence, uHTS, HEK293 (AID 1566) | HEK293 NOD2/NF-kB luciferase reporter, luminescence; higher % means a stronger effect | inhibition, % at 4 µM, or EC50 in µM where a hit was titrated | 290,000 tested, 0.63% active; note: many of its hits are not listed in these tables
Yfh1-off respiration: mitochondrial function rescue without frataxin homolog – Friedreich's ataxia, plus single-dose screen, dose response (AID 1465); 220,000 tested, 0.074% active; fold induction at 50 µM; hits with a dose series show EC50 in µM; S. cerevisiae Yfh1-off respiration, WST-1 reduction, 72 h; higher fold induction means a stronger effect;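 active = fold induction of absorbance versus untreated yeast above a set limit, then at least 30% activation at any dose in follow-up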;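 note: activators that raise dye reduction in frataxin-depleted yeast; strong numbers were not always called active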
GPR55 beta-arrestin: GPR55 agonists via beta-arrestin recruitment, primary screen, imaging, U2OS cells, beta-arrestin-GFP redistribution (AID 1961); U2OS GPR55 beta-arrestin-GFP redistribution imaging; higher % means a stronger effect; activation, % at 10 µM, or EC50 in µM where a hit was titrated; 290,000 tested, 0.048% active;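 active = activation above 40% with more than 50 cells counted in the well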;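 note: U2OS osteosarcoma cells stably expressing GPR55 and beta-arrestin-GFP; plate controls were DMSO negative control for no effect and LPI positive control for full effect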
KOR beta-arrestin-2: KOR agonists, beta-arrestin recruitment, primary screen, cell-based, luminescence, uHTS (AID 1777); KOR beta-arrestin recruitment, luminescence; higher % means a stronger effect; activation, % at 10 µM; hits with a dose series show EC50 in µM; 280,000 tested, 0.02% active; in the data active = activation above about 50%, passing the limit was not always enough; note: a part of the inactive calls stands beside numbers as strong as those of hits
TNAP activators: stimulation of alkaline phosphatase TNAP activity – biochemical, luminescent, no phosphate acceptor, uHTS, primary screen (AID 1001); purified TNAP, luminescent activation assay, no phosphate acceptor; higher activation fold means a stronger effect; 200,000 tested, 0.03% active; one-dose activation fold at 20 µM; EC50 in µM for titrated hits; in the data active = activation fold from about 3, or a potency from the dose series; inactive = the rest, 99 in 100 with activation fold below about 1.6; note: many of its hits are not listed in these tables
NTR1 ag cell count 20 µM: second read-out of NTR1 ag, no call of its own (marks repeat the call); cell count; measured here: cell count, cytotoxicity flag
Numbers without * were called inactive; i = inactive; . = no result given; [ ] = remark or other dose. Cut-off read from the data, not from the text of the source, unless noted: active = inhibition above about 50%; inactive = the rest.

Structure,NTR1 ag,NTR1 ag cell count 20 µM,ER stress rescue,KOR beta-arrestin-1,NOD1 inhibition,HEK293 NOD2/NF-kB,Yfh1-off respiration,GPR55 beta-arrestin,KOR beta-arrestin-2,TNAP activators
CCOc1cc(S(=O)(=O)NCc2ccc(OC)cc2)c(OCC)cc1-n1cnnn1,1.5,45,-0.6%,5.2%,2.8%,13.9%,i,-0.1%,-0.9%,1.2
Cc1ccc(N(C(=O)c2snc(C(N)=O)c2N)C(C(=O)NCC2CCCO2)c2ccc3ncccc3c2)cc1 (configuration not stated),-0.1,60,.,-61.9%,-7.7%,-5.0%,.,0.2%,0.1%,.
COc1cccc(/C(O)=C2/C(=O)C(=O)N(Cc3cccnc3)C2c2ccco2)c1 (configuration not stated),-2.2,90,0.0%,-10.0%,-18.4%,0.4%,i,0.5%,-2.0%,1
Cc1cc(C)c(C)c(OCCNCc2ccccc2)c1,4.4,73,.,-17.6%,-2.5%,-11.4%,.,0.0%,-0.4%,.
O=C(CCn1c(=O)[nH]c2ccccc2c1=O)Nc1ccccc1,-1.4,71,-0.5%,-41.8%,29.5%,6.8%,i,-0.1%,-2.2%,1
CN(C)/C=C/C(=O)c1ccc([N+](=O)[O-])c(CS(=O)(=O)c2ccc(Cl)cc2)c1,-0.5,124,.,-9.2%,12.2%,0.8%,.,0.0%,3.3%,.
COc1ccccc1NC(=O)NNC(=O)COc1ccc2ccccc2c1,2.0,50,.,-3.2%,-45.6%,-9.1%,.,-0.1%,-1.9%,.
NC(=O)c1ccc2nc(-c3ccccc3)c(-c3ccccc3)nc2c1,1.8,89,.,28.8%,-0.7%,20.8%,.,1.4%,0.6%,.
CCc1cccc(N=c2c([N+](=O)[O-])nn(-c3ccc(Cl)cc3)n2O)c1,7.9,57,-1.0%,-30.1%,-3.3%,-5.1%,i,-0.2%,2.4%,1
O=c1[nH]c(SCc2ccccc2Cl)nc2c1CCC2,2.3,90,.,4.0%,.,9.2%,i,0.2%,1.3%,1.1
O=C(Nc1ccccc1OC(F)F)c1ccccc1,-0.9,62,0.9%,-21.4%,-4.1%,2.4%,i,0.2%,-2.5%,1
COc1cc(NC(=O)COc2ccc(C)c(C)c2)ccc1NC(=O)c1ccco1,-1.1,39,.,-7.3%,27.4%,21.0%,.,0.0%,-1.5%,.
O=C(O)c1ccc(/C=N/Nc2ncc(C(F)(F)F)cc2Cl)cc1,-0.6,49,.,17.5%,-5.8%,2.1%,i,0.1%,-0.1%,.
CC(=O)c1cccc(CN2CCC(C(=O)Nc3ccc(Oc4cccnc4)cc3)CC2)c1,1.9,54,.,-25.5%,9.4%,31.9%,.,-0.1%,5.8%,.
C=CCn1c(SCC(=O)NC2CCS(=O)(=O)C2)nc2scc(C3CC3)c2c1=O (configuration not stated),-0.8,63,-0.7%,10.5%,-7.1%,1.1%,i,0.0%,0.7%,1.1
CCOC(=O)C(NC=O)(NC(C)(C)C)C(=O)OCC,-2.1,55,-2.6%,3.4%,-26.1%,-8.5%,i,-0.1%,-2.0%,1
COc1ccnc(Nc2cccc(C)c2)c1C#N,-0.2,74,-1.2%,-34.1%,-13.4%,-1.9%,i,0.2%,-3.2%,1.1
CCn1c(CS(=O)Cc2ccc(Cl)cc2Cl)nnc1SCc1c(Cl)cccc1Cl (configuration not stated),11.2,68,0.7%,-19.2%,-40.3%,-12.3%,i,0.1%,-1.8%,1.1
Cc1ccc(Cn2cc(C(=O)c3ccc(F)cc3)c(=O)c3cc4c(cc32)OCCO4)cc1,7.6,45,4.4%,-14.4%,1.3%,16.8%,.,1.6%,-0.5%,1.1
Cc1ccc2[nH]c(=O)c3cc(C(=O)N(C)c4ccc(C)c(C)c4)sc3c2c1,4.7,74,.,8.2%,2.0%,9.1%,i,-0.1%,12.2%,.

The last 2 entries of the part before are carried over, then new ones follow.
Structure,NTR1 ag,NTR1 ag cell count 20 µM,ER stress rescue,KOR beta-arrestin-1,NOD1 inhibition,HEK293 NOD2/NF-kB,Yfh1-off respiration,GPR55 beta-arrestin,KOR beta-arrestin-2,TNAP activators
Cc1ccc(Cn2cc(C(=O)c3ccc(F)cc3)c(=O)c3cc4c(cc32)OCCO4)cc1,7.6,45,4.4%,-14.4%,1.3%,16.8%,.,1.6%,-0.5%,1.1
Cc1ccc2[nH]c(=O)c3cc(C(=O)N(C)c4ccc(C)c(C)c4)sc3c2c1,4.7,74,.,8.2%,2.0%,9.1%,i,-0.1%,12.2%,.
COc1ccc(C2NC(=O)NC(C)=C2C(=O)OC2CCCCC2)cc1OC (configuration not stated),-0.8,105,.,0.5%,4.1%,8.2%,.,-0.1%,-2.7%,.
Nc1ccc(-c2nc3ccc(-c4nc5ccccc5o4)cc3[nH]2)cc1,2.6,61,-2.0%,-31.1%,-32.1%,-8.4%,i,-0.2%,2.8%,1.1
O=C(c1ccccc1)C1CCc2occc2C1=O (configuration not stated),-4.9,68,.,22.2%,-23.2%,14.7%,i,-0.1%,-1.3%,1.1
CCN(CC)c1ccc(NC(=O)c2cc(Cl)ccc2OC)cc1,4.6,48,1.2%,-39.5%,-21.2%,27.7%,i,-0.1%,7.3%,1.1
CC1C(=O)C(C)(C)C(=O)OC1c1ccccc1 (configuration not stated),-0.8,48,.,9.7%,-5.6%,17.9%,i,-0.1%,-0.6%,.
CCOc1ccc(-n2c(=O)c3c4c(sc3n(CC(=O)NCC3CCCO3)c2=O)CCC4)cc1 (configuration not stated),0.0,77,-0.5%,0.1%,17.8%,4.2%,i,-0.4%,-2.6%,1.1
Cc1cccc(NC(=O)CSc2nc(-c3ccccc3)c(C#N)c(=O)[nH]2)c1C,-1.3,37,2.4%,13.9%,8.4%,18.5%,.,-0.1%,-2.9%,1.1
Cc1cc(C)c2c(n1)SCC(=O)N2CC(=O)Nc1c(C)cccc1C,-2.3,56,.,9.7%[20 µM],-22.8%,6.7%,.,-0.3%,-4.3%,.
CCOC(=O)N1CCN(C(=S)NC2CCCC2)CC1,-0.1,81,-0.6%,-3.1%,-40.3%,-2.6%,i,0.5%,-7.7%,1.1
CC(C)(C)c1cccc(Oc2nn[nH]n2)c1,-1.5,53,1.5%,-9.9%,-7.3%,-7.8%,i,0.1%,2.3%,1.1
Cc1cccc(Nc2c([N+](=O)[O-])c(=O)oc3ccccc23)c1,0.9,51,.,-25.1%,1.7%,6.0%,i,-0.1%,2.7%,.
COCCCN1C(=O)c2[nH]nc(-c3ccccc3O)c2C1c1ccc(Cl)cc1 (configuration not stated),3.6,75,-2.6%,24.5%,.,1.1%,i,0.3%,-0.7%,1.2
CCOCCCNC(=O)C1CCCN(S(=O)(=O)CC)C1 (configuration not stated),0.4,32,.,4.9%,-8.1%,6.7%,i,0.1%,-1.1%,1.1
CCC(=O)NC(Nc1sc2c(c1C(=O)OC)CCN(C)C2)(C(F)(F)F)C(F)(F)F,4.1,90,-0.7%,-2.6%,-17.3%,17.8%,i,0.0%,-3.5%,1.1
COC(=O)Cc1cc(=O)oc2cc(OC)ccc12,2.7,50,-2.4%,30.3%,-14.9%,-16.6%,i,0.8%,-2.2%,1
O=C(Nc1cc(S(=O)(=O)N2CCCCC2)ccc1N1CCCCC1)C1CC1,2.4,63,.,1.3%,-7.8%,9.6%,i,0.0%,-0.7%,.
Cc1ccc(S(=O)(=O)c2cccc(S(=O)(=O)N3CCOCC3)c2)cc1S(=O)(=O)N1CCOCC1,0.5,83,1.0%,-11.5%,5.0%,-7.7%,i,-0.1%,4.9%,1.1
COCCC(=O)NC12CC3CC(CC(C3)C1)C2,0.0,68,4.0%,25.7%,-17.7%,-1.6%,i,-0.1%,-0.1%,1.1
COC(=O)Nc1[nH]ncc1[N+](=O)[O-],1.2,56,-1.2%,8.0%[20 µM],-28.8%,-5.9%,i,0.2%,-3.8%,0.9
COc1ccc(C(=O)C2CCCN(C(=O)c3ccnn3C)C2)c(C)c1 (configuration not stated),0.4,45,.,4.3%,-32.7%,15.4%,.,-0.1%,-0.4%,.
CC(C)Oc1ccccc1NC(=O)CSc1nc2ccccc2c(=O)n1C,1.3,55,.,-1.6%[20 µM],33.8%,24.8%,.,-0.1%,-1.7%,.
C=CCNC(=O)CNS(=O)(=O)c1ccc(F)cc1,0.5,36,.,5.4%,-31.3%,0.2%,i,-0.1%,-1.0%,1.1
COc1ccccc1/C=C/CN1CCC(Oc2ccc(C(=O)N3CCCC3)cc2)CC1,0.8,59,.,-21.7%,14.0%,6.8%,.,-0.1%,-0.1%,.
C/C(=N\NC(=O)c1c(Cl)cnn1C)c1cccc(NC(=O)C(C)C)c1,3.1,43,4.2%,-14.9%,-17.4%,14.9%,i,0.1%,-3.2%,1.1
COc1ccccc1C(=O)NC(CCSC)C(=O)OCC(=O)NC(=O)NCc1ccco1 (configuration not stated),-0.5,61,-1.7%,-7.7%,-2.0%,-13.4%,i,-0.1%,1.1%,1.2
OCC1(Cc2cccc(Cl)c2)CCCN(Cc2ccc(F)c(F)c2)C1 (configuration not stated),3.2,66,.,-60.0%[20 µM],18.3%,-17.8%,.,-0.2%,8.0%,.
COc1ccc(-c2nc(N)ncc2-c2ccc(OC)c(OC)c2)c(O)c1,-0.7,80,.,-27.3%,10.5%,6.8%,.,-0.2%,2.7%,.
CN(C1CCCC1)C1CCN(C(=O)CNC(=O)/C=C/c2ccccc2)CC1,-0.4,71,-3.3%,-21.1%,-6.2%,-4.7%,i,-0.4%,1.2%,1.1
Cc1ccc2nsnc2c1NC(=O)c1cncc(Br)c1,1.1,31,1.9%,-16.6%,-5.2%,20.9%,i,0.1%,-2.5%,1.1
COc1ccc(C(=O)Nc2ccncc2)c(OC)c1,-1.6,85,2.9%,1.4%[20 µM],-7.4%,-5.7%,i,0.6%,-5.3%,1.1
O=C(CSc1ccc2nnc(-c3ccccc3)n2n1)NCC1CCCO1 (configuration not stated),0.9,42,0.6%,8.9%,-30.0%,-1.2%,i,-0.2%,-4.3%,1.1
CC1CN/C(=C\C(=O)c2ccc(Cl)cc2)C(=O)N1 (configuration not stated),-1.4,73,3.3%,-32.7%,-18.7%,-87.1%,i,0.7%,0.0%,1
COc1cccc(NC(=O)[C@@H]2CCCN2C(=O)C2CCN(S(=O)(=O)c3ccc(C)cc3)CC2)c1,1.0,84,-0.7%,-15.3%,-20.2%,-11.7%,i,0.1%,-7.0%,0.9
CC(CNC(=O)c1ccc(NC2=NC3CS(=O)(=O)CC3S2)cc1)c1ccccc1 (configuration not stated),-0.5,57,.,31.7%[20 µM],8.0%,17.6%,.,0.5%,-2.3%,.
O=c1[nH]cnc2c1nc(NCc1ccccc1)n2C1O[C@@H](CO)[C@H](O)[C@@H]1O (some centres not stated),1.2,85,.,-2.8%,-12.6%,-19.6%,.,0.2%,1.4%,.

Only part of the results is shown; the hit share may differ from the screen's.
